From PubChem BioAssay
F508del corr – CFTR F508del correction in bronchial cells; CFBE cells, YFP halide quenching; stimulated with forskolin plus potentiator P3; % fluorescence drop versus neutral controls; 350,000 compounds, 0.36% hits; activity (quench increase), % at 7.58 µM;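 active = mean added fluorescence quench of at least 8% versus neutral control, with both replicates also reaching 8%; inconclusive = only one of the mean or replicate conditions met; inactive = mean below 8% and not both replicates reaching 8%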;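 also: cells transiently co-express mutant CFTR-F508del with the halide-sensitive YFP; corrector assay measuring rescue of mutant channel to the surface after 24 h compound exposure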
PAX8 inh HTS – lowers PAX8-driven luciferase in RMG-I cells | AID 652154 | RMG-I TPO-luciferase reporter, SteadyGlo, 24 h | 360,000 compounds, 1.2% hits | inhibition, % at 12.6 µM;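 active = mean replicate inhibition at least 60% with every replicate also reaching 60%; inconclusive = only one of the two criteria is met; inactive = mean below 60% and not all replicates reaching 60%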;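 also: luciferase light reporting Pax8 driven TPO promoter activity; plate controls were median of neutral control wells for no effect and mitoxantrone controls for full effect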
FN deposition inh – fibronectin deposition inhibition | AH1F fibroblasts, Alexa488-fibronectin deposition fluorescence, overnight | inhibition, % at 12.6 µM | 350,000 compounds, 0.086% hits | AID 743247;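 active = mean inhibition across replicates of 30% or more, regardless of how many single replicates reach that level; inconclusive = mean under 30% yet at least half of replicates reach 30%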;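 also: positive control wells lacked labelled fibronectin entirely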
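Material: AH1F fibroblast monolayer depositing Alexa488-labelled fibronectin into matrix / Amount: 10000 AH1F cells per well / Signal: fluorescence 485/525 nm / Medium: DMEM, 2% serum / Compound: single dose, pinned / Incubation: 1 h cell adhesion before compound, then overnight fibronectin incubation / Reagent: Alexa488-FN, 24 nM final / Read-out: inhibition of fibronectin deposition signal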
miR-122 sensor – inhibitors of miR-122 in Huh7 cells; Huh7 miR-122 Renilla luciferase sensor, 48 h; neutral wells = 0, positive control = 100; activation (reporter increase), % at 12.5 µM; 340,000 compounds, 0.3% hits;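 active = mean replicate activation score at least 90 and every replicate individually at or above 90; inconclusive = only one of the two criteria met; inactive = neither criterion met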;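 also: higher luciferase means less miR-122 activity so hits act as miR-122 inhibitors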
INS-1E GSIS act – primary screen for activators of insulin secretion dependent on glucose, INS-1E cells, GLuc reporter luminescence. INS-1E GLuc reporter insulin secretion, 2-3 h. activation, % at 16.6 µM. 370,000 compounds, 0.61% hits. AID 743287;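 active = lowest replicate activation of at least 40%, so every replicate reaches that level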;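 also: 0% = median of neutral control wells and 100% = median of IBMX positive control wells; some compounds called inactive have numbers as strong as hits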
EWS-Fli inh – blocks EWS/Fli oncoprotein-driven transcription. A673 NR0B1-luciferase reporter, viability-normalised. inhibition, % at 12.6 µM. 350,000 compounds, 0.67% hits;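 active = mean inhibition of at least 50% after viability correction, with every replicate also passing that limit; inconclusive = mean reaches 50% but only one of two replicates passes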;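 also: firefly luciferase signal divided by Alamar Blue viability fluorescence both relative to DMSO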
DENV2 CPE rescue – DENV2-induced cell death inhibition. DENV2-infected cells, cytopathic effect rescue, plate reader. CPE inhibition, % at 9.99 µM. 350,000 compounds, 1.7% hits. AID 651640; in the data active = CPE inhibition above about 20%, passing the limit was not always enough; inconclusive = no clear call, values can overlap the other calls; tested in BHK-21 cells;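 also: 0% = median of neutral control wells and 100% = median of positive control wells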
Active calls of the source: *; ? = inconclusive; / = no result given; [ ] = dose if it differs, or a comment.

SMILES | F508del corr | PAX8 inh HTS | FN deposition inh | miR-122 sensor | INS-1E GSIS act | EWS-Fli inh | DENV2 CPE rescue
O=C(C[C@H]1C=C[C@H](NC(=O)CN2CCOCC2)[C@@H](CO)O1)NCCc1ccccc1 | -0.5 | -9.2 | / | / | -0.6 | -2.3 | -7.5
CN1/C(=C\C=O)C(C)(C)c2ccccc21 | 0.5 | 15.1 | -1.0 | / | -50.8 | 3.6 | /
CC(C)(C)c1cc(CCC(=O)NNC(=O)c2ccncc2)cc(C(C)(C)C)c1O | -2.9 | -6.7 | -13.7 | -9.2 | -36.8 | -6.7 | -13.7
NC(N)=NCCCC(N)C(=O)CC(Cc1ccccc1)C(=O)O (centres undefined) | -3.5 | 9.3 | / | / | / | -2.5 | -6.0
Cc1ccc(S(=O)(=O)NCCC(=O)NCC(c2cccs2)N2CCOCC2)cc1 (centres undefined) | 1.8 | -7.1 | -5.9 | -11.3 | 15.3 | -1.4 | -6.8
CCCCS(=O)(=O)N1CCCC(C(=O)Oc2ccccc2)C1 (centres undefined) | -0.2 | 16.0 | 3.8 | -2.3 | 1.8 | 5.6 | 10.3
C=CCNc1nc(C(=O)OCC(=O)N(Cc2ccccc2)C(C)C)cs1 | -0.2 | 10.6 | -1.7 | -15.4 | -3.1 | -6.6 | 3.0
CCn1c(SCC(=O)NCC2CCCO2)nc2ccccc21 (centres undefined) | 2.2 | 9.0 | 1.1 | -3.7 | 26.5 | 2.7 | 4.2
O=C(c1ccc2ncsc2c1)N1CCN(c2cccc(C(F)(F)F)c2)CC1 | 7.7 | -0.6 | -4.1 | 14.5 | -44.6 | 32.4 | 0.7
NC(N)=Nc1nc(CSCC/C(N)=N/S(N)(=O)=O)cs1 | -2.9 | -35.6 | 3.1 | 0.0 | 17.7 | -11.3 | -1.5
O=C(COc1ccc2c(-c3ccccc3)cc(=O)oc2c1)Nc1cccnc1 | 0.2 | -13.1 | 7.4 | / | 30.1 | 0.7 | 13.3
O=C(Nc1ccc(F)cc1)N1CCN(c2ccc3nnc(-c4ccc(F)cc4)n3n2)CC1 | -1.9 | 32.6 | 6.4 | -2.7 | 6.6 | 6.7 | -5.4
CO[C@H]1CN(C)C(=O)c2ccc(NC(=O)c3ccc(Oc4ccccc4)cc3)cc2OC[C@H](C)NC[C@H]1C | -1.8 | 36.5 | 6.5 | -23.9[16.7 µM] | / | 18.3 | 11.6
O=S(=O)(c1ccc2c(c1)OCCO2)N1CCN(Cc2ccc3c(c2)OCO3)CC1 | / | 13.5 | 5.7 | 2.0 | / | / | /
O=C(CN1C(=O)/C(=C/c2ccc(F)cc2)SC1=S)NC1C=CS(=O)(=O)C1 (centres undefined) | -0.2 | 8.7 | 0.6 | / | 1.4 | 6.9 | -1.2
C[C@H]1CN([C@@H](C)CO)C(=O)c2cc(NC(=O)CCCN(C)C)ccc2O[C@H]1CN(C)S(=O)(=O)c1ccccc1 | 4.5 | -15.4 | / | -6.7[16.7 µM] | 8.8 | -16.1 | 4.8
CNC[C@H]1OCCCC[C@@H](C)Oc2ccc(NC(=O)Nc3cccc4ccccc34)cc2C(=O)N([C@@H](C)CO)C[C@@H]1C | 1.4 | -19.5 | / | 0.0[16.7 µM] | -12.7 | -9.7 | -5.3
O=S(=O)(c1cc(Cl)ccc1Cl)N1CCN(Cc2ccc3c(c2)OCO3)CC1 | 1.4 | -6.6 | -8.2 | / | -6.9 | -3.1 | 2.1
COc1ccc(-c2noc(CSc3nnc(-c4ccncc4)n3-c3ccc(F)cc3)n2)cc1OC | 0.7 | / | / | 3.7 | 6.6 | 6.8 | -4.8
C[C@H](CO)N1C[C@H](C)[C@@H](CN(C)S(=O)(=O)c2ccc(Cl)cc2)Oc2ccc(NC(=O)Cc3ccccc3)cc2C1=O | 0.9 | 10.9 | / | -2.1[16.7 µM] | -5.3 | -0.3 | -2.1
CC(C)Nc1oc(Cc2cccc3ccccc23)nc1C#N | -3.1 | / | / | -11.5 | -8.2 | 2.9 | /
C[C@H]1CCCCO[C@@H](CN(C)Cc2ccc3c(c2)OCO3)[C@@H](C)CN([C@@H](C)CO)C(=O)c2cc(NC(=O)C3CCCCC3)ccc2O1 | 1.3 | 3.1 | / | -2.9[16.7 µM] | -24.7 | 8.2 | -11.7
CC(=O)c1ccc(OCC(O)CN2CCN(CCN3C(=O)c4cccc5cccc(c45)C3=O)CC2)cc1 (centres undefined) | / | -36.2 | -0.3 | / | -10.2 | / | /
C[C@@H]1CN([C@H](C)CO)C(=O)c2cc(-c3cccc(F)c3)cnc2O[C@@H]1CN(C)C(=O)c1cnccn1 | / | 10.8 | / | -0.8[16.7 µM] | 7.7 | 2.7 | -1.2
Cn1c(CCN2CCCCC2)nc2cc(NS(=O)(=O)c3ccccc3)ccc21 | / | / | -2.2 | -0.1 | 10.0 | / | /
C[C@H](CO)N1C[C@H](C)[C@@H](CN(C)C)Oc2ccc(NC(=O)Cn3cnnn3)cc2CC1=O | -1.2 | -20.9 | / | 2.3[16.7 µM] | -2.7 | 0.1 | -0.1
CN1C(=O)[C@H]2[C@@H](C3CC3)N3C(=O)CN(CC4CC4)C(=O)[C@@]3(C)[C@H]2C1=O | -5.5 | 4.2 | 3.2 | -4.9 | / | 1.3 | -5.0
NC(=O)c1cccc(-c2ccnc3c2CC(C(=O)NCCc2ccccc2)O3)c1 (centres undefined) | 2.3 | 12.4 | 9.8 | -2.3 | 9.5 | 14.9 | -1.8
Cc1ccc(-c2ccc([C@@H]3[C@@H](CO)N4CCCCN(Cc5cncnc5)C[C@@H]34)cc2)cc1 | 3.0 | -10.3 | / | 5.6[16.7 µM] | 0.4 | -14.4 | 2.4
O=C(CSCc1c(Cl)cccc1Cl)Nc1ccccc1-c1ccccc1 | 1.8 | 25.8 | -6.5 | -0.3 | -2.7 | -105.1 | -1.4
CCN(CC)CCNC(=O)c1ccc2c(c1)NC(=O)c1ccccc1S2 | 1.2 | 20.9 | / | 2.1 | -2.9 | -1.4 | 6.8
CC(C)(C)NC(=S)NNC(=O)[C@H]1C[C@@H]1c1ccccc1 | 1.1 | -26.4 | -6.5 | / | / | 6.1 | -4.8
O=C(CN1C(=O)NC2(CCCC2)C1=O)Nc1nc2ccccc2[nH]1 | 1.1 | -11.0 | 2.8 | -3.8 | -4.0 | -8.8 | -4.4
CCN(C(=O)CSc1nccc(=O)[nH]1)c1cccc2ccccc12 | 0.3 | 7.1 | 5.3 | -9.3 | 8.6 | 6.2 | -4.3
C[C@@H]1CN([C@@H](C)CO)C(=O)Cc2cc(NC(=O)Nc3cccc4ccccc34)ccc2O[C@H]1CN(C)C(=O)Nc1ccc2c(c1)OCO2 | -1.9 | -10.3 | / | -0.3[16.7 µM] | -18.2 | -1.0 | -7.8
c1ccc(Oc2cc(-n3cncn3)ncn2)cc1 | -2.5 | 52.1 | 4.4 | -5.5 | 10.3 | -34.9 | /
COc1ccc(NC(=O)Nc2ccc3c(c2)C(=O)N([C@@H](C)CO)C[C@@H](C)[C@@H](CN(C)C(=O)Nc2ccc(C(F)(F)F)cc2)OCCCC[C@@H](C)O3)cc1 | -0.1 | 5.2 | / | -5.0[16.7 µM] | -22.6 | -13.5 | -3.9
Cc1ccc(NC(=O)c2c(C)nn(-c3ccccc3)c2Cl)cc1 | -1.8 | -58.2 | -1.5 | 2.0 | -35.2 | -62.7 | -0.3
C[C@@H]1CC2=C(C(=O)OC(C)(C)O2)[C@@H](C2CC2)O1 | 0.7 | -5.3 | 5.0 | / | 28.1 | -2.7 | -11.7
O=C(COC(=O)c1cccnc1Nc1ccccc1F)NC1CC1 | / | -21.7 | -2.6 | / | / | 1.2 | -4.0

An excerpt taken from the entries so far, for reference:
SMILES | F508del corr | PAX8 inh HTS | FN deposition inh | miR-122 sensor | INS-1E GSIS act | EWS-Fli inh | DENV2 CPE rescue
CCN(C(=O)CSc1nccc(=O)[nH]1)c1cccc2ccccc12 | 0.3 | 7.1 | 5.3 | -9.3 | 8.6 | 6.2 | -4.3
C[C@@H]1CN([C@@H](C)CO)C(=O)Cc2cc(NC(=O)Nc3cccc4ccccc34)ccc2O[C@H]1CN(C)C(=O)Nc1ccc2c(c1)OCO2 | -1.9 | -10.3 | / | -0.3[16.7 µM] | -18.2 | -1.0 | -7.8
c1ccc(Oc2cc(-n3cncn3)ncn2)cc1 | -2.5 | 52.1 | 4.4 | -5.5 | 10.3 | -34.9 | /
COc1ccc(NC(=O)Nc2ccc3c(c2)C(=O)N([C@@H](C)CO)C[C@@H](C)[C@@H](CN(C)C(=O)Nc2ccc(C(F)(F)F)cc2)OCCCC[C@@H](C)O3)cc1 | -0.1 | 5.2 | / | -5.0[16.7 µM] | -22.6 | -13.5 | -3.9

Next compounds:
SMILES | F508del corr | PAX8 inh HTS | FN deposition inh | miR-122 sensor | INS-1E GSIS act | EWS-Fli inh | DENV2 CPE rescue
CCOc1ccc(S(=O)(=O)N(C)c2ccc(OCC(=O)Nc3nc4ccccc4s3)cc2)cc1 | / | 9.4 | -1.2 | / | -39.9 | / | /
CCS(=O)(=O)c1ccc(Sc2nncn2C)c([N+](=O)[O-])c1 | -0.2 | 24.1 | / | -4.0 | 2.9 | 0.2 | 4.0
CC(C)NC(=O)N(C)C[C@H]1Oc2c(cccc2N(C)C)C(=O)N([C@@H](C)CO)C[C@H]1C | -1.9 | -22.3 | / | -5.7[16.7 µM] | 18.9 | 6.1 | 21.8*
CCCOC(=O)c1c(-c2ccc(C)cc2C)csc1NC(=O)C1C2CCC(O2)C1C(=O)O (centres undefined) | / | -1.0 | -4.2 | 4.3 | -28.6 | -6.8 | -2.0
CCCCCCCCCCCCN1[C@@H](CC(=O)O)c2cc(F)ccc2S1(=O)=O | 1.1 | -13.2 | 28.3 | / | 7.8 | -6.0 | -17.0
CN1CCc2cc(O)c(O)cc2C(c2ccccc2)C1 (centres undefined) | 2.3 | 24.1 | -17.1 | -0.3 | 4.2 | 12.2 | -3.9
Cc1c(NC(=O)c2cn3ccccc3n2)cccc1-n1cnnn1 | 1.3 | -56.8 | 3.4 | / | 18.7 | -39.5 | -2.2
CCCCC(C(=O)NC(C)(C)C)N(Cc1ccccc1)C(=O)c1snc(C(N)=O)c1N (centres undefined) | -6.6 | -8.6 | -7.2 | / | -32.8 | 2.1 | -4.3
CCCCn1c(=O)nc2n(-c3ccc(Cl)cc3)c3ccccc3cc-2c1=O | -0.6 | 37.1 | -4.6 | / | / | 22.8 | -17.0
O=C(Nc1ccccc1-c1ccccc1)c1cc(C(F)(F)F)cc(C(F)(F)F)c1 | / | -12.1 | 8.6 | -0.4 | 71.7 | / | /
Cc1noc(C)c1COc1cccc(C(=O)OC(C)C#N)c1 (centres undefined) | -0.9 | 11.4 | 1.7 | / | 15.4 | 19.0 | -13.2
COc1ccc(S(=O)(=O)NCc2ccccn2)cc1NC(=O)c1ccc(Cl)cc1 | 2.5 | 29.0 | 5.8 | 18.6 | 2.7 | 8.1 | -5.9
C[C@@H]1CN([C@@H](C)CO)C(=O)c2ccccc2-c2ccccc2CO[C@H]1CN(C)Cc1ccc(C(=O)O)cc1 | -0.5 | / | -2.2 | / | 1.0 | 0.5 | -4.3
CN(CC(=O)Nc1ccc(Cl)c(C(F)(F)F)c1)C(=O)CNC(=O)C1CCCCC1 | -5.3 | 4.8 | 0.0 | / | / | 7.1 | -0.5
O=S1(=O)[C@H]2C[C@@H]3C=C[C@@]2(CN1Cc1ccc(F)cc1)O3 | 1.0 | -19.5 | 2.2 | 1.7 | -1.9 | 4.3 | ?
O=C1CS/C(=N/N=C/c2ccncc2)N1 | -2.4 | 0.4 | -6.6 | 0.6 | 10.9 | 14.4 | 5.1
